HTR5A ag ctr: HTR5A agonists in luminescence cell assay, primary screen, counter-screen for OPRM1-OPRD1 heterodimer agonist project, full-deck HTS. 5-hydroxytryptamine receptor 5A (Homo sapiens), P47898. cell-based. activation, % at 9.3 µM. hit rate 0.61% among 340,000. AID 504692, 2011; in the data active = activation mostly above about 9.5%, no sharp cut-off; inactive = mostly below about 7.6%;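 note: 0% = cells with vehicle only and 100% = reference agonist; strong numbers were not always called active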
Target sequence (P47898 whole entry, looked up): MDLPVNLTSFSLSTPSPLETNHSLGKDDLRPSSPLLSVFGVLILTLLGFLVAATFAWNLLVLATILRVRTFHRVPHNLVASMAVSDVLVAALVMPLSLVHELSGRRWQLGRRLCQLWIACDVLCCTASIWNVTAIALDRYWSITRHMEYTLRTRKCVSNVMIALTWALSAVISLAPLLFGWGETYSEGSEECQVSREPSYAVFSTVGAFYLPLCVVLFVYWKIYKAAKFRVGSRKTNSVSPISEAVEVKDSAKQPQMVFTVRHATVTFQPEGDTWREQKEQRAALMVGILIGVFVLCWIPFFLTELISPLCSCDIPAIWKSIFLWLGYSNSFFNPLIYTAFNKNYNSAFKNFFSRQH
NSD2 inh: NSD2 histone methyltransferase inhibitors, primary screen, biochemical, AlphaScreen, single concentration, set 2. hit rate 0.54% among 310,000. Histone-lysine N-methyltransferase NSD2 (Homo sapiens), O96028. NSD2 peptide methylation, 120 min. inhibition, % at 12.5 µM. AID 743445, 2014; in the data active = inhibition above about 50%
HTR5A inv ctr: HTR5A inverse agonists in luminescence cell assay, primary screen, counter-screen for OPRM1-OPRD1 heterodimer inverse agonist project, full-deck HTS; 5-hydroxytryptamine receptor 5A (Homo sapiens), P47898; HTR5A cell line, inverse agonism; inhibition, % at 9.3 µM; hit rate 0.083% among 340,000; AID 504634, 2011; in the data active = inhibition mostly above about 23%, no sharp cut-off; inactive = mostly below about 18%;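 note: 0% = cells with DMSO and 100% = no-cell wells with DMSO; some compounds called inactive have numbers as strong as hits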
dFosB act: activators of delta FosB homodimer, primary screen, biochemical, fluorescence polarization, TAMRA-CDK5 oligo, single point; AID 493131, 2011; Protein FosB (Mus musculus), P13346; purified delta FosB; percent of positive-control signal above neutral wells; activation, % at 25 µM; hit rate 0.99% among 340,000;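 active = mean activation above about 17%, with every replicate also reaching it, limit read from the data, passing the limit was not always enough; inconclusive = only one of the two conditions met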;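 note: fluorescence polarization rise as delta FosB binds a TAMRA Cdk5 AP-1 oligo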
PvdQ acylase: P. aeruginosa PvdQ acylase inhibitors, primary screen, biochemical, fluorescence, plate reader and imaging, single point | purified PvdQ acylase | inhibition, % at 10 µM | hit rate 0.063% among 340,000; in the data active = inhibition above about 30%, passing the limit was not always enough; inconclusive = no clear call, values can overlap the other calls;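 note: 0% = vehicle neutral wells and 100% = reference inhibitor wells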
V-ATPase pH: regulators of yeast V-ATPase proton pumping, primary screen, pHLuorin cytosolic pH fluorescence; S. cerevisiae; AID 504577, 2011; response, % at 10 µM; hit rate 0.37% among 350,000; in the data active = response mostly above about 7.3%, no sharp cut-off; inactive = mostly below about 5.4%; note: actives read high; inactives centre near 0; some compounds called inactive have numbers as strong as hits; reference of the scale not given here
MITF TRPM1 HTS: activators of MITF-driven TRPM1 promoter reporter, primary screen, cell-based, SK-MEL-5, luciferase, single point; activation, % at 12.5 µM; SK-MEL-5 TRPM1-promoter luciferase, 24 h; % of positive control, neutral wells = 0; hit rate 0.75% among 300,000;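 active = mean activation of at least 80% with every replicate also reaching 80%; inconclusive = mean reaches 80% but some replicate falls short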;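 note: 0% = neutral control wells and 100% = parthenolide positive control wells; values of inactives mirror those of a sister screen read the other way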
SR-BI HDL uptake: inhibitors of SR-BI mediated HDL lipid uptake, primary screen, ldlA[mSR-BI] cells, fluorescence, single point; Scavenger receptor class B member 1 (Mus musculus), Q61009; ldlA[mSR-BI] CHO cells, DiI-HDL uptake fluorescence, 3 h; inhibition, % at 12.5 µM; hit rate 0.96% among 320,000;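 active = mean replicate inhibition of at least 70% and a set share of replicates each scoring 70 or more; inconclusive = meets just one of the two criteria; inactive = fails both criteria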;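 note: 0% = median of neutral control wells and 100% = median of positive control wells; values of inactives mirror those of a sister screen read the other way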
Wnt act: Wnt/beta-catenin pathway activators, primary screen, cell-based, plate reader, single point. activation, % at 9.35 µM. hit rate 1.2% among 300,000. AID 743398, 2014. Wnt/beta-catenin reporter cell assay, activator; in the data active = activation above about 30%, passing the limit was not always enough; inconclusive = no clear call, values can overlap the other calls;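 note: 0% = neutral control wells and 100% = positive control wells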
CDK5 p35 inh: inhibitors of human CDK5/p35 kinase, primary screen, biochemical, single concentration; Cyclin-dependent kinase 5 (Homo sapiens) + Cyclin-dependent kinase 5 activator 1 (Homo …; Recombinant CDK5/p35, ADP-Glo luminescence, 60 min; inhibition, % at 10 µM; hit rate 0.01% among 330,000;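 active = highest replicate inhibition of at least 50% and at least 75% of replicates reaching 50%; inconclusive = only one of the two criteria met; inactive = both criteria failed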;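 note: plate controls were DMSO neutral control for no effect and GW8510 at 10 µM for full effect; many of its hits are not listed in these tables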
Target sequence (Q00535 whole entry, looked up): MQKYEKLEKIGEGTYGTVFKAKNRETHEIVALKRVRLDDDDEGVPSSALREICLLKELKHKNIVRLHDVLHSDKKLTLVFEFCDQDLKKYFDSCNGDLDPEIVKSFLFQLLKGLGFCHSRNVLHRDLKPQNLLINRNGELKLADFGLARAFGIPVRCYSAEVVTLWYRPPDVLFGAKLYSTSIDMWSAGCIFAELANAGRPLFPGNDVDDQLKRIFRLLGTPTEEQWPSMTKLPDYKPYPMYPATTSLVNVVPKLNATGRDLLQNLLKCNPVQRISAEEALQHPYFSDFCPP
Target sequence (Q15078 whole entry, looked up): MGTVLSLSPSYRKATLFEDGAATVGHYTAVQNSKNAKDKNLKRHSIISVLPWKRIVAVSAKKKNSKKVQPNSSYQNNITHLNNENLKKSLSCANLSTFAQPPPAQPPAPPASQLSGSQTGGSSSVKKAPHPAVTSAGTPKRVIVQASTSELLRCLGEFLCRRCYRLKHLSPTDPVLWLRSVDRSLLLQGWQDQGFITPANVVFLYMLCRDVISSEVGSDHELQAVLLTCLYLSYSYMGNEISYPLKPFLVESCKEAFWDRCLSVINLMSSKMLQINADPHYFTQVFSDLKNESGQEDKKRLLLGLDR
An asterisk follows results filed as active; ? = inconclusive; / = no result given. Rows are unselected; about 5% have a hit in one of these screens.

Values in the order – CDK5 p35 inh	dFosB act	V-ATPase pH	HTR5A ag ctr	Wnt act	MITF TRPM1 HTS	PvdQ acylase	HTR5A inv ctr	SR-BI HDL uptake	NSD2 inh
- Cn1ccnc1SCC(=O)Nc1cccc(S(=O)(=O)N2CCCCCC2)c1
  -0.2	0	-1	-2	-2	1	0	7	-15	1
- c1cnc2ccc(C(c3nnnn3C3CCCCC3)N3CCCCC3)cc2c1 (centres undefined)
  0.9	4	0	-5	7	-1	4	17	49	/
- Cc1ccc2c(c1)N(S(=O)(=O)c1cc(-c3cc(C)no3)ccc1C)CCO2
  0.0	-13	-4	3	-2	-14	3	-11	12	-2
- C#CCOc1ccc(C2C3=C(CC(C)(C)CC3=O)N(CC(=O)O)C3=C2C(=O)CC(C)(C)C3)cc1
  -2.5	-6	6	1	0	/	-9	-3	-5	1
- COc1cc(NC(=O)NCCN2CCN(c3ccccc3)CC2)cc(OC)c1OC
  -5.5	2	2	-2	3	-10	-13	6	4	0
- Cc1ccc(C)c(C(=O)CSc2n[nH]c(C)n2)c1
  1.1	-2	7	0	/	/	-14	10	-15	-4
- O=C(CNC(=O)c1ccccc1Cl)OC1CCOC1=O (centres undefined)
  -0.4	3	0	5	-3	-1	-5	-13	0	1
- C=CCc1cccc(CNc2nc3ccccc3n2C)c1O
  0.9	-6	1	1	-3	-5	-12	-2	7	0
- COc1ccc(-c2noc(CCC(=O)N3CCN(c4ccccc4Cl)CC3)n2)cc1
  -0.8	-12	1	2	-1	3	-10	-9	-18	/
- C=CCn1cccc(/C=C/C(=O)c2ccc(C(C)(C)C)cc2)c1=S
  -0.4	-4	-1	6	/	-4	-6	-17	-7	1
- Cc1cc(S(=O)(=O)N2CCN(Cc3ccc4c(c3)OCO4)CC2)cc(C)c1N1CCCC1=O
  -1.7	-3	0	-1	0	-33	-7	3	8	/
- COC(=O)c1ccc(C23CC4(C2)[C@H](CN(CC2CCCCC2)[C@@H]4c2ccccc2)C3c2ccccc2)cc1 (some centres undefined)
  -1.4	?	-1	3	-7	6	-8	-8	6	/
- CC(C)COc1cccc(C(=O)N2CCN(C(=O)c3ccco3)CC2)c1
  -0.9	0	-4	-2	-2	0	-7	5	8	4
- CN(C)c1ccc(CNS(=O)(=O)c2ccc3c(c2)NC(=O)CS3)cc1
  -6.3	-10	-1	2	-3	-1	-11	4	-19	15
- O=C(NCC1CCOCC1)C1CCC(=O)N(Cc2cccc(C(F)(F)F)c2)C1 (centres undefined)
  0.0	0	-3	3	2	1	-7	14	-15	3
- O=S(=O)(O)c1cnccc1Nc1cccc(C(F)(F)F)c1
  0.5	-2	0	0	-1	-4	-11	0	15	-4
- O=S(=O)(c1ccc(N2CCN(CCO)CC2)nc1)N1CCCCC1
  -0.6	2	2	5	-2	/	-9	-11	-13	1
- COc1ccc(C(=O)N(C)CC(O)c2ccccc2)cc1OC1CCN(C(C)=O)CC1 (centres undefined)
  0.3	-7	-8	2	-1	-10	11	-2	-12	1
- COc1cc(-c2nnc(-c3ccco3)o2)ccc1OCc1ccccc1
  -0.6	-19	3	9	/	/	1	-27	27	-2
- Cc1csc2c(=O)sc(NC(=O)c3cccs3)nc12
  -0.7	-5	1	/	3	/	-4	/	-2	0
- Cc1cc(N2CCN(C)CC2)nc2ccc(NC(=S)N3CCC4(CC3)OCCO4)cc12
  0.5	-3	0	-4	2	14	7	11	-22	/
- O=C(COC(=O)c1sc2cc(F)ccc2c1Cl)Nc1ncc(Cl)cc1Cl
  -1.8	4	-4	-11	0	6	10	27	5	-4
- CC(=O)Oc1ccc(-c2cccc(C(=O)NCCCO)c2)cc1
  0.1	-1	0	2	1	-1	12	-5	-3	-3
- CCOC(=O)C(Cc1c(F)cccc1Cl)c1ccno1 (centres undefined)
  3.6	-7	-3	4	0	-3	8	-11	3	0
- CCCCOC(=O)C1=C(C)Nc2ncnn2C1c1cc(OC)ccc1OC (centres undefined)
  -3.4	-5	0	3	/	-7	-11	-6	5	-3
- CCOC(=O)C1CCN(c2nc3c(C)cccn3c(=O)c2/C=C(\C#N)S(=O)(=O)c2ccccc2)CC1
  1.9	3	5	-4	1	/	-5	4	-30	0
- COCc1ccc(C(=O)N2CCCC(C(=O)c3ccc(SC)cc3)C2)s1 (centres undefined)
  2.4	-7	5	1	1	-8	8	5	-41	3
- COc1ccc2oc(=Nc3cccc(F)c3)c(C(N)=O)cc2c1
  1.8	-7	2	-3	0	25	-13	7	-17	-1
- O=C(CN1CCc2cc3c(cc2C1)OCCCO3)Nc1c(F)cccc1F
  -0.1	-7	0	1	-1	-1	-10	21	-7	-1
- CCC(C)(C(=O)NC1CCCCC1)N(C(=O)c1ccccn1)c1ccc(C)cc1 (centres undefined)
  -0.6	-2	2	1	-5	-1	-15	-7	0	/
- Cc1c(NC(=O)CN2C(=O)NC3(CCC(C)CC3)C2=O)c(=O)n(-c2ccccc2)n1C (centres undefined)
  -2.5	0	3	-4	-1	-10	-17	0	-8	-6
- O=C(Nc1ccc(N2CCOCC2)cc1)c1ccc(Cl)c(S(=O)(=O)N2CCCC2)c1
  -0.7	1	1	0	-8	-15	-15	9	58	1
- O=C(Nc1ccccc1)Oc1ccccc1N1CCOCC1
  -1.5	-2	2	7	4	/	3	8	-8	-4
- COc1ccc(Br)cc1C(=O)Nc1ccccc1N1CCCC1
  0.6	-2	-1	4	2	-8	-3	-3	29	-1
- CC(=O)N(c1ccccc1)c1nc(/C=C/C(=O)O)cs1
  -3.1	-7	2	2	-2	22	-3	14	-16	-3
- CSCC(=O)N1CCC(n2nccc2NC(=O)CCCc2ccccc2)CC1
  0.9	-7	7	-3	3	13	-12	-19	-2	1
- Cc1c(C(=O)N2CCCC2)oc2c1-c1[nH]ncc1CC2
  0.1	3	-3	6	-1	8	-10	-17	-16	/
- Cc1ccc2c(c1)nnn2C1CCN(CC(=O)NCCc2nc3ccccc3[nH]2)CC1
  4.0	-14	-2	-5	-3	6	6	18	-4	1
- CC(C)=CCC/C(C)=C/CNC(=O)CC1C[C@H](C(=O)N2CCOCC2)[C@@]2(C)c3[nH]c4ccccc4c3CCN2C1=O (some centres undefined)
  1.1	-6	-3	-1	-5	-16	-15	5	44	/
- C=CCN1C=CC(=C/C=C(/C#N)C(=O)OCC)C=C1
  0.2	1	-2	-7	4	-11	7	-3	/	7
- COc1ccccc1NS(=O)(=O)c1ccc2c(c1)CCN2C(=O)CCC(=O)O
  -0.9	-4	-4	-2	-1	3	8	6	20	-2
- C/C=C/n1ccnc1CC(O)(c1ccccc1)c1ccc(C)cc1 (centres undefined)
  0.5	-10	5	-1	1	/	-3	16	/	0
- CN1CCN(C(=O)c2cnn(-c3ccccc3)c2NC(=O)c2ccccc2Br)CC1
  -2.8	-8	-2	5	-1	-3	-14	-14	/	-1
- O=C(Nc1cccc2ccccc12)c1ccccc1NS(=O)(=O)c1cccc2cccnc12
  /	-3	1	5	1	-7	-11	-15	-2	-1
- Cc1ccc(C2NC(=S)NC3=C2N2CCC3CC2)cc1 (centres undefined)
  2.4	-5	1	4	/	6	7	-33	13	1
- CC(=O)N1CCN(Cc2nc3cc(NC(=O)c4ccc(Cl)cc4)ccc3n2C)CC1
  1.2	0	-5	2	15	8	3	22	8	4
- CN(C)C(=S)NC(=S)Nc1ccc2ccccc2c1
  2.8	-4	3	-1	-3	/	-10	2	52	/
- Cc1cc(-c2csc(N)n2)c(C)n1C
  0.9	0	-3	-4	/	-7	-16	10	3	9
- CC(Oc1ccccc1)C(=O)Nc1cc(Cl)ccc1-n1cncn1 (centres undefined)
  0.3	-7	8	1	-2	-6	-24	-1	-2	0
- CC(=O)Nc1cccc(OCC(=O)Nc2ccc(F)cc2)c1
  -0.9	1	-1	5	/	/	2	-10	5	-2

Continued:
Values in the order – CDK5 p35 inh	dFosB act	V-ATPase pH	HTR5A ag ctr	Wnt act	MITF TRPM1 HTS	PvdQ acylase	HTR5A inv ctr	SR-BI HDL uptake	NSD2 inh
- COC(=O)C(NC(=O)c1ccccc1)(Nc1nccs1)C(F)(F)F (centres undefined)
  1.3	6	3	4	-2	1	-18	-10	-7	0
- CSc1ccccc1C(=O)NCCS(=O)(=O)N1CCN(c2ccc(F)cc2)CC1
  0.1	-5	-6	3	0	2	-6	-9	23	0
- Cc1nc2cc(NC(=O)COc3ccc(C#N)cc3)ccc2n1-c1ccccc1
  -0.7	-6	-8	8	-3	/	1	-22	-13	-2
- Cc1ccc(-n2cnc3c(=O)[nH]cnc32)cc1
  -0.8	-2	1	1	-3	-1	-12	-2	11	-3
- CCOC(=O)N1CCN(Cc2nc3cc(NC(=O)c4ccco4)ccc3n2CC)CC1
  -1.4	-7	3	-5	2	33	-6	-14	10	-5
- CN(C)S(=O)(=O)c1cccc(NC(=O)c2ccc(S(=O)(=O)N3CCCCC3)cc2)c1
  1.0	-5	0	0	-8	-7	-13	0	22	0
- Cc1ccc(CC(=O)NNC(=O)c2cccs2)cc1C
  0.9	-7	1	2	5	-2	-18	-3	-1	-2
- COc1ccc(OC)c(CN2CCN(C(=O)CNC(=O)c3ccccc3F)CC2)c1
  0.5	8	-3	-6	-4	-2	-10	24	9	-1

High-throughput results (PubChem BioAssay)
